Mtb RmlCD inh: inhibitors of Mycobacterium tuberculosis RmlC and RmlD coupled enzymes; AID 1533; RmlC+RmlD coupled enzyme assay, percent inhibition; primary screen in compound mixtures; inhibition, % at 3.6 µM; actives 0.03% (n = 160,000); in the data active = inhibition mostly above about 34%, no sharp cut-off; note: some results filed as inactive read as strong as hits
Target sequence (P9WH09 whole entry, looked up): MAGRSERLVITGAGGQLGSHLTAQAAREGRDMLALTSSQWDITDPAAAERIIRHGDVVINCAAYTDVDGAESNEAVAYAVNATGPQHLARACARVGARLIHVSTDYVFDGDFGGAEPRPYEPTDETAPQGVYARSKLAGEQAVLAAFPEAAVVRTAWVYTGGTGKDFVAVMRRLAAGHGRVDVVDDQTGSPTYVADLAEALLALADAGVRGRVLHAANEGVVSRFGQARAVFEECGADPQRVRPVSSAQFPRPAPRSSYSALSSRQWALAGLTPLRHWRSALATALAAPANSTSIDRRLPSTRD
Target sequence (P9WH11 whole entry, looked up): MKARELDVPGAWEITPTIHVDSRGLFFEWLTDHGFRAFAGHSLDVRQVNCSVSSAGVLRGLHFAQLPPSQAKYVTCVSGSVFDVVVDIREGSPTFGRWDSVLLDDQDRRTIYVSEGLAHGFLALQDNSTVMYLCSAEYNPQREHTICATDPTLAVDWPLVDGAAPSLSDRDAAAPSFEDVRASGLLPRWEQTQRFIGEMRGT
GlmU inhibition: inhibition of mycobacterial GlmU enzyme – biochemical, glucosamine-1-phosphate acetyltransferase (AID 1376) | actives 0.25% (n = 220,000) | M. tuberculosis GlmU acetyltransferase enzyme assay; higher % means a stronger effect | inhibition, %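 (tested at 30 µM in the primary screen)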; hits with a dose series show IC50 in µM; in the data active = inhibition above about 13%;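 note: 0% = complete reaction with vehicle and 100% = reaction without substrate; strong numbers were not always called active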
* marks the source's active call; other numbers are inactive results; / = no result given; & = joins results of further samples.

SMILES	Mtb RmlCD inh	GlmU inhibition
COC(=O)c1ccccc1NC(=O)COC(=O)C1CCCCC1	/	0.0%
O=C(Nc1ccc(Oc2ccccc2)cc1)C1CCCO1 (stereo unspecified)	/	4.1%
O=C(CCc1n[nH]c(=O)[nH]c1=O)N/N=C/c1ccco1	0	1.1%
O=C(CSCCNS(=O)(=O)c1ccccc1)Nc1ccccc1	5	0.7%
Cc1noc(NS(=O)(=O)c2ccc(NC(=O)CSc3n[nH]c(-c4ccccc4)n3)cc2)c1C	-5	5.0%
COc1ccccc1/C=C(/C(=O)OCC(=O)Nc1ccccc1C)c1ccccc1	-1	0.5%
CCOC(=O)C(CC)Sc1ccc2nnc(-c3cccnc3)n2n1 (stereo unspecified)	-14	-4.0%
COc1ccc(S(=O)(=O)N2CN(CCc3ccc(OC)c(OC)c3)c3nc4ccccc4nc32)cc1	-6	0.1%
NNc1ncnc2c1cnn2-c1ccccc1	9	-1.3%
CCOc1cc(C(=O)NCCN2CCOCC2)cc(OCC)c1OCC	0	-0.6%
COc1ccc(S(=O)(=O)Nc2cc([N+](=O)[O-])ccc2OC)cc1	-4	0.5%
CCOC(=O)C1CCN(/C=C2/C(=O)NC(=O)N(c3ccc(OCC)cc3)C2=O)CC1	51	0.7%
Cc1ccc(S(=O)(=O)N2CCOCC2)cc1C(=O)NCc1ccc2c(c1)OCO2	/	-5.1%
O=C(CCN1C(=O)/C(=C\c2ccccc2Cl)SC1=S)N1CCN(c2ccccc2)CC1	-13	-1.5%
Cc1cc2nc(C3CCN(Cc4nnnn4Cc4ccccc4)CC3)[nH]c2cc1C	-1	3.1%
CCSc1nnc2c(n1)OC(c1ccc(C(=O)O)cc1)N(C(C)=O)c1ccccc1-2 (stereo unspecified)	13	0.3%
CCCCNC(=O)c1nnn(-c2ccccc2)c1N	/	7.0%
N#Cc1cc2ccccc2nc1SCC(=O)Nc1ccccc1N1CCOCC1	/	-2.5%
CCOCCCn1c(C)nc2c[n+](CC(=O)c3ccc4ccccc4c3)cc(Br)c21	-5	-8.0%
CCOC(=O)C1CCCN(CC(=O)Nc2c(C(=O)OC)[nH]c3ccccc23)C1 (stereo unspecified)	-2	-3.6%

Gathered by group: the entries above with two or more sulfur atoms (three)
SMILES	Mtb RmlCD inh	GlmU inhibition
O=C(CSCCNS(=O)(=O)c1ccccc1)Nc1ccccc1	5	0.7%
Cc1noc(NS(=O)(=O)c2ccc(NC(=O)CSc3n[nH]c(-c4ccccc4)n3)cc2)c1C	-5	5.0%
O=C(CCN1C(=O)/C(=C\c2ccccc2Cl)SC1=S)N1CCN(c2ccccc2)CC1	-13	-1.5%

The listing picks up; the four compounds before the break are reprinted first.
SMILES	Mtb RmlCD inh	GlmU inhibition
CCCCNC(=O)c1nnn(-c2ccccc2)c1N	/	7.0%
N#Cc1cc2ccccc2nc1SCC(=O)Nc1ccccc1N1CCOCC1	/	-2.5%
CCOCCCn1c(C)nc2c[n+](CC(=O)c3ccc4ccccc4c3)cc(Br)c21	-5	-8.0%
CCOC(=O)C1CCCN(CC(=O)Nc2c(C(=O)OC)[nH]c3ccccc23)C1 (stereo unspecified)	-2	-3.6%
O=[N+]([O-])c1ccc(Cl)c(C2Nc3cccc4cccc(c34)N2)c1	-7	/
O=S1(=O)CC(N2CCOCC2)c2ccccc21 (stereo unspecified)	/	-4.1%
CC(=O)NS(=O)(=O)c1ccc(N=c2ssc3c2-c2ccc(C)cc2NC3(C)C)cc1	-12	2.7%
Cc1cc(C(=O)N/N=C/c2cccs2)n[nH]1	-8	-0.6%
CCc1ccc2[nH]c(=O)c(CN(Cc3ccc4c(c3)OCO4)C(=O)c3ccco3)cc2c1	-4	3.4%
CC(O)CNCCCOc1ccccc1OCc1ccccc1 (stereo unspecified)	-5	5.1%
CCC1Oc2ccc(C)cc2N(CC(=O)NCc2cc(OC)ccc2OC)C1=O (stereo unspecified)	-1	0.9%
COCCCNC(=O)CCS(=O)(=O)Cc1ccc(C)cc1	-9	2.8%
O=C(c1ccccc1F)N1CCN(c2cccc(C(F)(F)F)c2)CC1	5	1.3%
CC(=O)c1cccc(NC(=S)NCCCCc2ccccc2)c1	58	-9.3%
CCN(CC)S(=O)(=O)c1ccc(-c2cc(C(=O)OC)sc2C(F)(F)F)cc1	1	-2.5%
COc1ccc(-c2cccc(C(=O)Nc3ccc(OC)c(OC)c3)c2)cc1	7	1.8%
C=CCOc1ccc(CNc2ccc3[nH]c(=O)[nH]c3c2)cc1OC	13	-0.4%
COc1ccc(CCNC2=CC(=O)CC(C)(C)C2)cc1	/	-1.6%
COc1ccccc1OCC(=O)Nc1cccc(-c2nnc(-c3ccco3)o2)c1	/	-4.8%
O=C(Nc1cccc(F)c1)c1cccc(S(=O)(=O)N2CCOCC2)c1	-8	0.5%
O=C(NC1CCC(O)CC1)c1ccc(-c2ccc([N+](=O)[O-])cc2)o1 (stereo unspecified)	/	-2.4%
Cc1ccsc1/C=N\NC(=O)CCc1c(C)n[nH]c1C	8	-0.6%
CCOc1ccc(C(CC(=O)O)NC(=O)c2cccs2)cc1OC (stereo unspecified)	-7	1.0%
CN1C(=O)N(c2nnc(C(C)(C)C)s2)C(=O)C1c1ccccc1 (stereo unspecified)	-11	-1.6%

Reformatted: results already given.
COC(=O)c1ccccc1NC(=O)COC(=O)C1CCCCC1
  Mtb RmlCD inh = /; GlmU inhibition = 0.0%
O=C(Nc1ccc(Oc2ccccc2)cc1)C1CCCO1 (stereo unspecified)
  Mtb RmlCD inh = /; GlmU inhibition = 4.1%
O=C(CCc1n[nH]c(=O)[nH]c1=O)N/N=C/c1ccco1
  Mtb RmlCD inh = 0; GlmU inhibition = 1.1%

The list goes on.
SMILES	Mtb RmlCD inh	GlmU inhibition
O=C(N/N=C/c1ccc[nH]1)c1sc2ccccc2c1Cl	/	-3.1%
N#Cc1c(-n2cccc2)cccc1-n1cccc1	/	9.3%
Cc1ccc(CN2CCN(CCCn3cccn3)CC2CCO)cc1 (stereo unspecified)	-9	3.8%
CCCc1cc(C(=O)OC)c(NC(=O)CCC(=O)O)s1	-11	-0.4%
CCOC(=O)C(CC)/C(C)=N\NC(=O)CCC(=O)Nc1ccc(Cl)cc1Cl (stereo unspecified)	3	0.1%
CC(=O)c1nnn(-c2ccc([N+](=O)[O-])cc2C)c1C	-7	1.2%
Cc1ccc(C)c(S(=O)(=O)ON2C(=O)c3ccccc3C2=O)c1	8	-5.7%
O=C(NNC(=O)c1ccccc1Cl)c1ccncc1	5	6.8%
CC1=CC(C)C2COC(c3ccc[n+](C)c3)C1C2C (stereo unspecified)	/	-1.6%
CNC(=O)COc1ccc(S(=O)(=O)Nc2ccccc2)cc1	/	2.0%
Cc1ccc2c(c1)nc(NCCCO)n2C	11	-3.2%
COc1ccc(-n2c(Cc3cccn3C)nnc2SCC(=O)N2CCCC2)cc1	-8	-0.6%
CCCn1c(SCC(=O)NC23CC4CC(CC(C4)C2)C3)n[nH]c1=O	28	-2.3%
CCOC(=O)C1=C(C(F)(F)F)Nc2ncnn2C1c1cc(OC)c(OC)cc1OC (stereo unspecified)	-11	2.7%
O=C(CSc1ccc2nnc(-c3cccs3)n2n1)N1CCCC1	-9	1.9%
CCN1CCN(CC(O)COc2cccc(OC)c2)CC1 (stereo unspecified)	3	-4.1%
CCOc1ccc(S(=O)(=O)Nc2ccc(O)c(Sc3ncn[nH]3)c2)cc1	5	/
CCCCc1ccc(NC(=O)C(C)CC)cc1 (stereo unspecified)	-13	-5.9%
CC1(C)CC(=O)C(=Cc2cn(CCC#N)nc2-c2ccc(F)cc2)C(=O)C1	/	-2.0%
CCCCOc1ccc(C(=O)N2CCC(C)CC2)cc1	5	-0.9%
COc1cc(/C=C2\SC(=O)N(c3ccccc3Cl)C2=O)cc([N+](=O)[O-])c1O	-4	13%
Cc1oc(-c2cccs2)nc1CN1CCC(C(=O)N2CCCC2)CC1	/	3.7%
Cc1ccc(Nc2nc(-c3sc(NC(=O)c4cccc(Cl)c4)nc3C)cs2)cc1	10	5.0%
COCCn1c(=O)[nH]c2cc(C(=O)Nc3cccc(F)c3)ccc2c1=O	12	-7.7%
O=C1N[C@H](Cc2ccccc2)C(=O)N2[C@@H]3[C@H](C[C@@H]12)c1ccccc1N3OOSc1ccccc1	/	4.2%
CCCOc1ccc(C(=O)NCC(c2cccs2)N(C)C)cc1OC (stereo unspecified)	2	-5.7%
CCOC(=O)CN(C(=O)COc1nc(-c2ccccc2)cc(C)c1C#N)c1ccc(F)cc1	10	-0.2%
COc1cc(N)c(Cl)cc1Cl	-2	/
Cc1oc(-c2cccs2)nc1CSCC(=O)N1CCC2(CC1)OCCO2	0	-4.0%
CC(=O)NNC(=S)Nc1cccc(F)c1	6	2.5%
O=C(NCc1cn2ccsc2n1)c1cccs1	15	4.0%
COc1cccc(CN2CCN(Cc3cccc4nonc34)CC2CCO)c1 (stereo unspecified)	/	5.5%
FC(F)(F)c1ccc2c(c1)N1CCCC1CN2 (stereo unspecified)	/	-6.3%
CCc1cccc(C)c1NC(=O)CN1C(=O)NC(Cc2ccccc2)C1=O (stereo unspecified)	-9	-1.5%
COc1ccc(C(c2c(NC(C)=O)sc3c2CCCC3)N2CCN(CCO)CC2)cc1OC (stereo unspecified)	14	-0.1%
Cc1ncc(CN2CCCC(C(=O)c3sccc3C)C2)s1 (stereo unspecified)	/	-2.4%
COC(=O)CSc1nnc(-c2sc3cc(OC)ccc3c2Cl)n1C	/	-5.1%
CCCCCCOc1ccc(N2C(=O)CC(NCc3ccc(S(N)(=O)=O)cc3)C2=O)cc1 (stereo unspecified)	-9	1.1%
Cc1nnc(-c2ccc(Cl)cc2)[nH]c1=O	/	-4.9%
O=P(OCC(F)(F)C(F)F)(N1CCCCC1)N1CCCCC1	-12	-1.5%
NC(=O)c1ccc(NC(=O)COC(=O)c2cccc(Oc3ccccc3)c2)cc1	-12	2.9%
O=C(C1CC(c2ccc(F)cc2)=NO1)N1CCN(Cc2ccccc2)CC1 (stereo unspecified)	-4	4.0%
COc1ccc(Nc2nc(NCC3CCCO3)c3ccccc3n2)c(OC)c1 (stereo unspecified)	24	-3.3%
Cc1sc2nc(CN3CCCCC3)nc(N3CCN(C(=O)c4ccco4)CC3)c2c1C	-10	-2.5%
COc1ccc(-c2nnn(CC(=O)N3CCN(c4ccc(F)cc4)CC3)n2)cc1	5	-0.5%
COc1ccc(NC(=S)NCCc2c[nH]c3ccccc23)c(OC)c1	/	1.6%
N#CC1=C(S)N(c2ccccc2)C(c2cccs2)NC1=O (stereo unspecified)	-6	2.5%
NC(=O)c1nnsc1-c1ccc(-c2snnc2C(N)=O)cc1	-9	3.6%
NC(=O)CSc1nnc(CNc2ccc(F)cc2)n1CC1CCCO1 (stereo unspecified)	/	0.3%
O=C(CNS(=O)(=O)c1ccc(Br)s1)N1CCN(C(=O)c2ccco2)CC1	-7	-3.1%
CN(C)c1ccc(NC(=O)c2sc(SCC(=O)Nc3ccc(Br)cc3)nc2N)cc1	39	0.2%
Cc1cccc(NCc2cc(Cl)cc(Cl)c2O)n1	/	2.1%
CCOC(=O)c1sc2nc3c(SCCC#N)cc(C(=O)c4cc(F)ccc4O)cn3c(=O)c2c1C	3	-3.8%
O=S1(=O)CC2(N3CCOCC3)CCCCC21 (stereo unspecified)	7	-2.2%
Cn1c(=O)c2c(ncn2CC(=O)N/N=C/C(Cl)=C/c2ccccc2)n(C)c1=O	/	-3.5%
CCOC(=O)c1c(C)n(C)c2ccc(OC(C)=O)cc12	/	-4.1%
CC(=O)Nc1ccc2c(c1)OCO2	9	9.0%
CCC(=O)N(Cc1cc(=O)[nH]c2ccccc12)c1ccc(C)cc1	8	3.7%
CCCCNC(=O)CCn1c(=O)c2ccccc2n(CC(=O)Nc2ccccc2OCC)c1=O	/	3.1%
O=C(Nc1ccccc1)c1ccn[nH]1	32	1.7%

Going on with the list:
SMILES	Mtb RmlCD inh	GlmU inhibition
Cc1nc2ccccn2c1C(=O)Nc1ccc(Cl)cc1	-4	4.5%
Cc1c(C(=O)c2ccc([N+](=O)[O-])cc2)c(=O)n(C)c(=O)n1C	-4	-2.3%
Cn1cnnc1SCC(=O)Nc1ccc(N2CCOCC2)cc1	-3	-0.8%
CCOC(=O)c1c(C)[nH]c(C(=O)CSc2nnnn2-c2ccccc2)c1C	2	1.4%
CCN(CC)c1ccc2c(O)cc(=O)oc2c1	-7	0.1%
N#C/C(=C\C=C\c1ccccc1[N+](=O)[O-])C(=O)NC1CCCCC1	55	-2.0%
O=C(CCS(=O)(=O)c1ccc(Br)cc1)Nc1ccc(Br)cc1F	8	7.9%
COc1cnc(SC(C)C)[nH]c1=O	4	3.0%
COc1cc(/C=C/C(=O)OCC(=O)NC(=O)NC(C)C)cc(OC)c1OC	-39	2.3%
CCNC(=S)Nc1cccc(S(=O)(=O)Nc2ccccc2OC)c1	7	-4.1%
CCn1c(SCC(=O)Nc2nc(C)cs2)nnc1-c1ccoc1C	/	1.4%
COc1cc(OC)c(S(=O)(=O)NC(C)C)cc1C(=O)O	/	-1.4%
NC(=O)C1CCN(C(=O)OCc2ccccc2)CC1	6	-4.2%
O=C(CCCCCNC(=O)c1ccccc1)N/N=C/c1ccccc1	-8	-3.9%
Cc1ccc(-n2ncc3c(SCC(=O)Nc4cc(C)on4)ncnc32)c(C)c1	-13	5.1%
COc1ccc(-c2nc(CN3CCC(C(=O)N4CCc5ccccc54)CC3)c(C)o2)cc1OC	11	6.5%&-7.4%
CN1C(=O)C(O)(CC(=O)c2ccncc2)c2ccccc21 (stereo unspecified)	/	-3.6%
CCn1c(COc2ccccc2C)nnc1SCC(=O)O	0	-0.3%
c1cnc2ccc(C(c3nnnn3C3CCCC3)N3CCN4CCCC4C3)cc2c1 (stereo unspecified)	/	3.5%
COc1cccc(C2(c3cccc(OC)c3)CC2C(=O)Nc2cccc3ccccc23)c1 (stereo unspecified)	3	-5.1%

Screening data (PubChem)

Only part of the results is shown; count on the stated rates, not on these rows.
